PrPC surface inh: inhibitors of human cell surface prion protein PrPC, primary screen, cell-based, TR-FRET; inhibition, % at 13.8 µM; TR-FRET read-out; AID 720596, 2013; Major prion protein (Homo sapiens), P04156; 370,000 tested, 0.43% active; in the data active = inhibition above about 24%; also: 0% = median of the test wells and 100% = reference compound wells
BoNT F protease: BoNT/F light chain protease inhibitors, primary screen, biochemical, flow cytometry, MLPCN library. Botulinum neurotoxin type F light chain protease (Clostridium botulinum). AID 588497, 2011. 360,000 tested, 0.22% active. Multiplex microsphere protease cleavage assay. inhibition, % at 10 µM; in the data active = inhibition above about 35%, passing the limit was not always enough; inconclusive = no clear call, values can overlap the other calls; also: plate controls were buffer without enzyme for full effect and enzyme alone for no effect
Anthrax LF inh2: Bacillus anthracis LF protease inhibitors, primary screen, biochemical, multiplex microsphere, MLPCN library | Lethal factor (Bacillus anthracis), P15917 | multiplex microsphere protease cleavage assay | inhibition, % at 10 µM | 360,000 tested, 0.12% active; also: plate controls were buffer without enzyme for full effect and enzyme alone for no effect
SSB-PriA inh: inhibitors of Klebsiella pneumoniae PriA binding to SSB C-terminal tail, primary screen, biochemical, AlphaScreen; PriA–SSB C-terminal tail interaction (Klebsiella pneumoniae); 430,000 tested, 0.6% active; AID 1272365, 2023; inhibition, % at 33 µM; AlphaScreen SSBct-PriA binding, biotinylated peptide; in the data active = inhibition mostly above about 37%, no sharp cut-off; inactive = mostly below about 20%;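 also: plate controls were negative control peptide for no effect and reference peptide for full effect; strong numbers were not always called active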
CCHFV vOTU inh: CCHFV vOTU protease inhibitors, primary screen, biochemical, Pep-AMC substrate, fluorescence. Crimean-Congo hemorrhagic fever virus L polyprotein viral ovarian tumor (vOTU) protease …. inhibition, % at 11.5 µM. 370,000 tested, 0.55% active; in the data active = inhibition above about 30%; also: 0% = vehicle wells with enzyme and 100% = no enzyme wells
Rv3671c inh: Rv3671c serine protease inhibitors, primary screen, biochemical, fluorescence polarization, M. tuberculosis H37Rv; P9WHR9; inhibition, % at 5.96 µM; 320,000 tested, 0.048% active; in the data active = inhibition above about 38%;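 also: extracellular domain of Rv3671c used as enzyme; 0% = enzyme with DMSO and 100% = no enzyme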
Target sequence (P9WHR9 whole entry, looked up, the tested form may be a part): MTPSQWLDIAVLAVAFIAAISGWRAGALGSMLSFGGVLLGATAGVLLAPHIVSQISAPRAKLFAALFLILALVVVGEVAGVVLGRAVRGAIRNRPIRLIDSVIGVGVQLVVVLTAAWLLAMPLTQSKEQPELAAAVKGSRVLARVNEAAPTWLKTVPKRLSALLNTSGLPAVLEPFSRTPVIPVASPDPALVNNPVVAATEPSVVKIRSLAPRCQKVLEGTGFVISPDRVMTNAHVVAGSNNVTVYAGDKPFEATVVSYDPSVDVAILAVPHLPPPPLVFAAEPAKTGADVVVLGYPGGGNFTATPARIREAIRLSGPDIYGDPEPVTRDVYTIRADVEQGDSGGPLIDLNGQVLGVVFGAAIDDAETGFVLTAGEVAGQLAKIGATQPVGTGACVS
VHR inh abs: VHR1 phosphatase inhibitors, primary screen, biochemical, absorbance, uHTS; Dual specificity protein phosphatase 3 (Homo sapiens), P51452; inhibition, % at 13.3 µM; recombinant VHR phosphatase, pNPP absorbance; AID 1654, 2009; 290,000 tested, 0.52% active; in the data active = inhibition above about 50%; also: some compounds called inactive have numbers as strong as hits
Target sequence (P51452 whole entry, looked up): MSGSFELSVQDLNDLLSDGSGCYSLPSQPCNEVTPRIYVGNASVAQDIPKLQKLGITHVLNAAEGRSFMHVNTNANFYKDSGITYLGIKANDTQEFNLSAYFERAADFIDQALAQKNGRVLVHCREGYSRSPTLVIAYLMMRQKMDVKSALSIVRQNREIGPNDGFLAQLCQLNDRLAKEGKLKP
MazF activator: activators of E. coli MazEF toxin-antitoxin RNase, primary screen, biochemical, fluorescence, uHTS. AID 504720, 2011. FAM/BHQ RNA-DNA oligo cleavage fluorescence, 5 h. activation, % at 20 µM. 350,000 tested, 0.32% active. Endoribonuclease toxin MazF (Escherichia coli (strain K12)), P0AE70; in the data active = activation above about 50%
Target sequence (P0AE70 whole entry, looked up): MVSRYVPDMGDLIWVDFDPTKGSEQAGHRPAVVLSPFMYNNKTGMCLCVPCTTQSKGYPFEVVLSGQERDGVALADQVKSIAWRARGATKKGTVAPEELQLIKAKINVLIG
BoNT-A LC inh2: BoNT/A light chain protease inhibitors, primary screen, biochemical, flow cytometry, MLPCN library; Botulinum neurotoxin type A light chain protease (Clostridium botulinum A str. ATCC 3502); multiplex microsphere protease substrate cleavage; inhibition, % at 10 µM; 360,000 tested, 0.17% active; AID 588499, 2011; also: plate controls were buffer without enzyme for full effect and enzyme alone for no effect
SARS 3CLpro inh: SARS-CoV 3CLpro protease inhibitors, primary screen, biochemical, quenched FRET; Replicase polyprotein 1ab (Severe acute respiratory syndrome coronavirus), P0C6X7; recombinant SARS-CoV 3CLpro, quenched FRET peptide cleavage; inhibition, % at 6 µM; 290,000 tested, 0.14% active; AID 1706, 2009; in the data active = inhibition above about 12%
An asterisk follows results filed as active; ? = inconclusive; . = no result given; & = joins results of further samples. Rule as the data show it, unless noted: active = inhibition above about 30%; inconclusive = no clear call, values can overlap the other calls; inactive = below that. An excerpt, so the mix of outcomes need not match the whole.

Preview (2 entries):
Each structure is followed by: Anthrax LF inh2, SARS 3CLpro inh, MazF activator, CCHFV vOTU inh, BoNT F protease, PrPC surface inh, BoNT-A LC inh2, SSB-PriA inh, Rv3671c inh, VHR inh abs
> O=C(O)c1ccc2c(c1)SC1=NS(=O)(=O)CCN12
    3, 5, 3, -2, -2, 2, -0.1, -11, 3, 24
> CSc1ccccc1C(=O)NC1CCCCCC1
    1, -5, -3, -11, 1, -8, 1.3, -13, -3, -33

The list itself, previewed entries included:
Each structure is followed by: Anthrax LF inh2, SARS 3CLpro inh, MazF activator, CCHFV vOTU inh, BoNT F protease, PrPC surface inh, BoNT-A LC inh2, SSB-PriA inh, Rv3671c inh, VHR inh abs
> O=C(O)c1ccc2c(c1)SC1=NS(=O)(=O)CCN12
    3, 5, 3, -2, -2, 2, -0.1, -11, 3, 24
> CSc1ccccc1C(=O)NC1CCCCCC1
    1, -5, -3, -11, 1, -8, 1.3, -13, -3, -33
> Cc1nn(-c2ccccc2)c(N)c1Sc1cccc([N+](=O)[O-])c1
    1, 3, 1, 1, -2, -19, -0.7, 11, -2, 5
> O=C(NCc1ccccc1F)C12CC3CC(CC(C3)C1)C2
    ., ., 6, -6, ., -3, ., 2, -4, .
> COc1ccccc1-c1noc2ncnc(Nc3cccc(C)c3C)c12
    -5, 5, 6, 7, -7, 4, -1.1, 1, -9, 28
> CN(C)c1ccc(NC(=O)/C=C/c2ccccc2Cl)cc1
    -5, -2, 24, -8, -12, 0, -0.8, 33&-5, 2, 15
> CC(C)c1ccc(NC2CCCN(C(=O)CCc3cnn(C)c3)C2)cc1 (centres undefined)
    2, 2, 4, 9, -6, -3, 0.3, 2, ., 30
> Clc1ccccc1-c1cnc2sc(NCc3ccc4c(c3)OCO4)nn12
    0, ., ., 21, 0, 6, 0.2, ., ., .
> Cc1nc(NCCc2ccc(S(N)(=O)=O)cc2)c2c3c(sc2n1)CCC3
    0, -2, 5, 3, -4, 5, 1.1, 2, 5, 9
> O=C(CSc1ccccc1)Nc1ccc(-c2nc3ccccc3[nH]2)cc1
    -2, 2, 25, -2, -3, 7, 0.0, -12, -18, 9
> Cc1noc(C)c1COc1ccccc1C(=O)NCc1ccco1
    -10, ., 8, 3, -3, 0, -1.3, 3, -4, .
> Cn1nc(C(F)(F)F)c(C(=O)Nc2cccc(Cl)c2)c1Cl
    -1, 7, 0, 2, -9, 0, -3.4, -22, -4, 21
> CC(=O)Nc1ccc(-c2ccnc3c2CC(C)(C(=O)NCCC(F)(F)F)O3)cc1 (centres undefined)
    3, ., ., 5, -8, 6, 0.2, ., ., .
> Nc1nc(SCC(=O)NC2CCCc3ccccc32)n[nH]1 (centres undefined)
    1, 1, -19, 8, 1, 5, 0.1, 3, -1, 20
> O=C(c1ccc(COc2ccccc2[N+](=O)[O-])o1)N1CCCCCC1
    -2, 8, -2, 4, 26, 1, 2.3, 6, 3, 27

Going on with the list:
Each structure is followed by: Anthrax LF inh2, SARS 3CLpro inh, MazF activator, CCHFV vOTU inh, BoNT F protease, PrPC surface inh, BoNT-A LC inh2, SSB-PriA inh, Rv3671c inh, VHR inh abs
> Cc1ccc2c(c1)c(CC(=O)Nc1ccc(F)cc1)c(C(=O)O)n2C
    -1, 1, -19, 16, -3, -2, ?, -7, -2, 24
> CCOC(=O)COc1ccc2c(=O)c(-c3ccccc3)coc2c1
    2, -4, -2, -5, -7, -3, 0.5, -21, 0, 34
> O=C(/C=C/c1cccc(Cl)c1)NCCCN1CCOCC1
    0, -2, 3, -2, 9, 1, 1.4, 0, -3, 14
> C=CCn1c(O)c(C(CC)=NCc2cccnc2)c(=O)[nH]c1=O
    ., -4, 6, 4, ., -3, ., 2, -3, 10
> COC(=O)CN=C1OC(=O)N2C(=O)C3=C4[C@@H](C[C@H]5C(=O)N(c6ccccc6)C(=O)[C@H]5[C@H]4[C@@]12Cc1ccccc1)[C@H]1C(=O)N(c2ccccc2)C(=O)[C@H]1[C@H]3C
    -7, ., -7, 11, -20, 0, -1.2, 4, -17, 26
> COc1ccc(NC(=O)N2CCCCCC2)cc1OC
    -5, -3, 6, 0, -2, 5, -1.0, -8, -4, 40
> CCOC(=O)[C@]12CCCC=C1N(Cc1ccc3c(c1)OCO3)C(=O)[C@H](CC(=O)N1CCSCC1)C2
    -5, ., ., 2, 6, 8, 0.4, ., ., .
> O=c1cc(NCc2ccco2)c2ccccc2o1
    -1, -8, 0, -1, -4, -7, 0.1, -18, -7, 17
> CCOC(=O)C1CCN(CC(=O)Nc2cc(S(=O)(=O)N3CCCCC3)ccc2Cl)CC1
    -4, ., -4, -3, 5, 2, 3.1, -10, ., .
> CCNc1nc(NC(C)C)nc(Oc2ccc(=O)n(C)n2)n1
    3, 2, -3, -2, 12, 5, 2.2, -5, 3, 17
> CC1=NS(=O)(=O)c2cc(Cl)ccc2N1
    -5, -1, 11, 2, -3, -2, 0.1, -4, 4, 16
> CN1CCC(N(C)C(=O)/C(C#N)=C/c2ccccc2)CC1
    0, 1, 3, -3, 2, -3, -1.4, -4, ., 20
> CCc1nn2c(=O)c(S(=O)(=O)Nc3ccc(Cl)cc3)c(C)nc2s1
    -5, -4, -1, 3, -11, 0, 0.1, 0, 12, 13
> CCCCCN(C(=O)CCC(=O)OCC(=O)NC1CCC(C)CC1)c1c(N)n(CCCC)c(=O)[nH]c1=O (centres undefined)
    ?, ., 1, 27, ?, 3, ?, -4, 3, .
> Cc1nnc(NC(=O)c2ccccc2-c2ccccc2C(=O)O)s1
    -1, 1, 14, -1, -6, 9, 0.4, -9, -9, -14

(next part)
Each structure is followed by: Anthrax LF inh2, SARS 3CLpro inh, MazF activator, CCHFV vOTU inh, BoNT F protease, PrPC surface inh, BoNT-A LC inh2, SSB-PriA inh, Rv3671c inh, VHR inh abs
> CCC(C)c1ccc(NC(=O)c2[nH]c(C)c(C(C)=O)c2C)cc1 (centres undefined)
    -4, 3, 11, 1, 6, 14, -1.8, 4, -5, 12
> CC(c1nc2ccccc2n1Cc1ccccc1)N1CCCCC1 (centres undefined)
    4, 2, 3, -4, 14, 0, 0.7, 9, -1, -16
> Cc1c(C2CC(=O)N(c3ccccc3)C2=O)[nH]n(-c2ccccc2)c1=O (centres undefined)
    5, -5, -2, 14, -5, -1, -0.4, -3, 6, 36
> NC(=O)COc1ccc2c3c(c(=O)oc2c1)CCCCC3
    -4, 2, 5, ., 0, ., -2.6, -7, -3, -5
> CCOc1ccc(N(CC(=O)N2CCCC2)S(=O)(=O)c2ccc(Cl)cc2)cc1
    0, -1, 2, 5, 3, 2, 0.4, -18, 4, -11
> CN(C)/C=N/c1cnc(C(=O)c2ccc(Cl)cc2)n1C
    -1, 1, -1, 9, 4, -17, 0.1, ., 3, 2
> CN(C)C(=O)c1ccc(-n2cnc3ccccc3c2=O)cc1
    2, -1, 10, 2, -5, 1, -0.8, -2, 1, 10
> O=C(Nc1ccc(F)c(Cl)c1)Nn1cnnc1
    -4, -1, ., 3, 6, 1, 1.9, ., -4, 26
> COc1ccc(CN2C(=O)c3cccc4cccc(c34)C2c2nc3ccccc3[nH]2)cc1 (centres undefined)
    0, ., ., 1, -7, 1, 0.2, ., ., .
> CCN1CCN(C(=O)CCc2nnc(CCc3c[nH]c4ccccc34)o2)[C@@H](C)C1=O
    3, -2, 11, 0, -2, 5, -0.5, -12, 3, -20
> S=C1NCCOCCOCCOCCOCCNC(=S)N2CCOCCOCCN1CCOCC2
    -4, 1, 5, 14, -2, 8, -0.4, 2, 7, 11
> Cn1cnc([N+](=O)[O-])c1Sc1ncccc1N
    -1, 0, -9, 3, -2, -8, -0.6, -2, 8, 6
> CS(=O)(=O)N1CCCC(C(=O)N2CCN(c3cccc(Cl)c3)CC2)C1 (centres undefined)
    7, 3, -7, -2, 8, -5, 0.4, -18, 4, 9
> Cc1ccc(NC(=O)CN2C(=O)NC(C)(CCc3ccccc3)C2=O)cc1 (centres undefined)
    15, 0, 10, -12, 13, 2, 1.1, -4, -3, 7
> COc1cccc(OC)c1C(=O)NC(=S)Nc1ccc2c(c1)OCCO2
    -1, -6, 1, -1, -2, 5, 0.6, -3, -1, 11

Following part:
Each structure is followed by: Anthrax LF inh2, SARS 3CLpro inh, MazF activator, CCHFV vOTU inh, BoNT F protease, PrPC surface inh, BoNT-A LC inh2, SSB-PriA inh, Rv3671c inh, VHR inh abs
> O=C(Nc1ccccc1C(=O)N1CCCCC1)NC1CCCCC1
    -4, 8, 6, 5, -5, -3, -1.2, 1, 6, 12
> O=C(Nc1cccc(-c2ccc(N3CCOCC3)nn2)c1)c1ccccc1Cl
    -2, ., 2, 5, 7, -2, -1.2, 1, 2, .
> CC1(C)CC(=O)CC(C)(C)N1O
    0, ., 5, -12, 2, 0, 0.1, ., ., .
> O[C@@H]1CCCC[C@H]1N1CCC(c2ccccc2)CC1
    -8, 9&-4, 1, 4, -7, -7, -0.2, -2, -3, 32&26
> CCOC(=O)CNc1nc(C(C)(C)C)nc2c1nnn2Cc1ccccc1Cl
    -2, -9, 0, -10, -2, 5, -1.4, -8, -9, 12
> CC(=O)c1c(C)[nH]c(C(=O)CN(C)CC(=O)Nc2ccccc2Cl)c1C
    -2, ., 4, 7, -4, 1, -0.3, -7, -6, .
> CC(C)c1ccc(NS(=O)(=O)c2ccc3c(c2)oc(=O)n3C)cc1
    0, 3, 5, 13, -22, 19, -3.9, -7, -3, .
> CCOc1ccc(S(=O)(=O)n2ccc(C)n2)cc1
    2, 2, 5, 7, -16, 3, -1.6, -11, -8, 23
> CC[C@H](C)[C@H](NC(=O)c1ccccc1)C(=O)NC(CC(=O)O)c1ccc(F)cc1 (some centres undefined)
    -5, 4, 7, -4, -4, 1, 0.6, -12, -9, 5
> O=C(NCc1ccc(F)cc1)C(c1cccs1)N(C(=O)c1csnn1)C1CC1 (centres undefined)
    1, 0, 5, -7, 20, 3, ?, -10, 1, -12
> CCc1ccc([C@H]2C(C(=O)O)=C[C@@H](C(C)(C)C)N2S(=O)(=O)c2ccc(C)cc2)cc1
    0, ., -3, 26, -4, -4, -0.3, 3, 1, .
> Cc1ccc(S(=O)(=O)NCC(=O)N2CCN(c3ccccc3F)CC2)cc1
    0, 0, 1, ., -4, ., -0.3, -8, 11, -5
> COc1cccc(NC(=S)N(CCCN2CCOCC2)Cc2cn(C)c3ccccc23)c1
    1, 3, 3, -17, -13, -1, -0.8, 19, -5, 13

Assay outcomes as filed in PubChem BioAssay.
